TrxR1 substrate – qHTS Assay for Substrates of Mammalian Selenoprotein Thioredoxin Reductase 1 (TrxR1): qHTS; Potency, µM (top dose mostly 114 µM), for inactives: at the top dose activity change, negative = substrate turnover; purified TrxR1 substrate turnover, NADPH consumption readout; Thioredoxin reductase 1, cytoplasmic (Rattus norvegicus), O89049; 390,000 compounds, 0.01% hits; further: potency means the concentration at half of the fitted maximal effect; on the % scale 0 is the no-effect control and ±100 the full control effect; nearly all actives have a fitted effect of over 50% in size
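Rat TrxR1, dispensed at 90 nM, was prereduced with 400 uM NADPH (final) for 5 min at ~22 deg C, then incubated with compound 15 min before 400 uM selenite. A first-read NADPH fluorescence drop versus no-compound background flagged substrates.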
GLS inhibitor – qHTS for Inhibitors of Glutaminase (GLS) | Glutaminase kidney isoform, mitochondrial (Homo sapiens), O94925 | GLS enzymatic activity, qHTS titration | Potency, µM (top dose mostly 45.5 µM), for the others: at the highest dose activity change, negative = inhibition, hits mostly inhibitors | 410,000 compounds, 0.21% hits | AID 624170, 2012; further: potency means the concentration at half of the fitted maximal effect; on the % scale 0 is the no-effect control and ±100 the full control effect
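Read-out is an Amplex red fluorescence increase coupled through glutamate oxidase and HRP, measured before and after 30 min room-temperature incubation. hKGA is in 45 mM KH2PO4 (pH 8.2) with 0.02% Tween-20; glutamine added as 1mM solution.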
TrxR1 inh – qHTS Assay for Inhibitors of Mammalian Selenoprotein Thioredoxin Reductase 1 (TrxR1): qHTS; Thioredoxin reductase 1, cytoplasmic (Rattus norvegicus), O89049; recombinant rTrxR1, NADPH fluorescence consumption, selenite substrate; Potency, µM (highest dose often 114 µM), for inactives: at the top dose activity change, negative = inhibition, actives largely listed as inhibitors; 390,000 compounds, 1% hits; AID 588453, 2011; further: potency means the concentration at half of the fitted maximal effect; on the % scale 0 is the no-effect control and ±100 the full control effect; nearly all actives have a fitted effect of over 65% in size
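Rat TrxR1 (90 nM in the dispensed reagent) was pre-reduced with 400 uM NADPH for 5 min at room temperature, then incubated with compound for 15 min. After 400 uM selenite was added, NADPH fluorescence (Ex 340/Em 450 nm) was followed for 8 min.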
PI4K2A block – qHTS for small molecular inhibitors of PI4K2A. Phosphatidylinositol 4-kinase type 2-alpha (Homo sapiens), Q9BTU6. purified PI4K2A, ADP-Glo luminescence, 1 h; hits give low values. activity change, negative = inhibition, % at 76.9 µM. 420,000 compounds, 0.13% hits. AID 1346378, 2018; in the data active means activity change below about -50%; inconclusive means mostly about -30% to -49%;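 further: -100% = wells without enzyme as full effect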
Target sequence (Q9BTU6 whole entry, looked up): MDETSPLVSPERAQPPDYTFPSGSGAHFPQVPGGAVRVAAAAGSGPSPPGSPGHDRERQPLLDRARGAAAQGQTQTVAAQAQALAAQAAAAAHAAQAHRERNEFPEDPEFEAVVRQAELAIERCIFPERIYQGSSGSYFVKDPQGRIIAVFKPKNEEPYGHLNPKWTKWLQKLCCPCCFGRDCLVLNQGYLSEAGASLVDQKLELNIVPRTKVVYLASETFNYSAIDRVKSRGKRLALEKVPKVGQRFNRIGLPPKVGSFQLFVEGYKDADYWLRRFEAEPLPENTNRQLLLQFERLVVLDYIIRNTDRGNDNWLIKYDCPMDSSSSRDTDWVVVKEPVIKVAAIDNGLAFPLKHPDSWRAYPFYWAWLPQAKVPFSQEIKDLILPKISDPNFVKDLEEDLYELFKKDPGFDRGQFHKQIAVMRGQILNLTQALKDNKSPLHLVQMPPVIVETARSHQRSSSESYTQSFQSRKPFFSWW
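In this quantitative HTS, ADP production by PI4K2A was quantified luminescently after 1 h at ambient temperature; 100 microM adenosine served as plate-quality control.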
PGK inhibitor – qHTS Assay to Find Inhibitors of Phosphoglycerate Kinase | PGK/GAPDH coupled, Kinase-Glo luminescence, 60 min | Potency, µM (highest dose often 57.5 µM), for the others: at the top dose activity change, negative = inhibition, usual class: inhibitors | Phosphoglycerate kinase, glycosomal (Trypanosoma brucei brucei), P07378 | 380,000 compounds, 0.043% hits; further: potency means the concentration at half of the fitted maximal effect; on the % scale 0 is the no-effect control and ±100 the full control effect; nearly all actives have a fitted effect of over 60% in size
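Recombinant glycosomal PGK reaction used 1,3-bisphosphoglycerate generated in-well by GAPDH (100nM final) in 100mM TEA pH 7.6, 5mM MgCl2, 0.01% Tween-20. After 60 minutes at room temperature, ATP was read by Kinase-Glo Plus luminescence end-point.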
Pin1 inhibitor – qHTS Assay to Find Inhibitors of Pin1; AID 504891, 2011; 390,000 compounds, 0.009% hits; Pin1 FP peptide displacement, HiFluor488, 10 min; Potency, µM (series often up to 115 µM), for inactives: top-dose activity, negative = inhibition, actives largely listed as inhibitors; active means well fitted inhibition curve with a large enough effect in the polarisation, with a control signal flat, not every such curve was filed as active; inconclusive means small, poorly fitted or top-dose-only effect, or effect the other way, or a change in a side signal; inactive means no such curve, though single readings can be large or run the other way; the % refers to the polarisation; further: potency means the concentration at half of the fitted maximal effect; on the % scale 0 is the no-effect control and ±100 the full control effect
HP1b binding inh – HTS for Inhibitors of HP1-beta Chromodomain Interactions with Methylated Histone Tails. 390,000 compounds, 0.56% hits. AID 540317, 2011. AlphaScreen HP1-beta / biotin-H3K9me3 peptide binding. Potency, µM (series often up to 114 µM), inactives show at the highest dose activity change, negative = inhibition, actives largely listed as inhibitors. Chromobox protein homolog 1 (Homo sapiens), P83916; further: potency means the concentration at half of the fitted maximal effect; nearly all actives have a fitted effect of over 70% in size; inactives centre near 23
Target sequence (P83916 whole entry, looked up): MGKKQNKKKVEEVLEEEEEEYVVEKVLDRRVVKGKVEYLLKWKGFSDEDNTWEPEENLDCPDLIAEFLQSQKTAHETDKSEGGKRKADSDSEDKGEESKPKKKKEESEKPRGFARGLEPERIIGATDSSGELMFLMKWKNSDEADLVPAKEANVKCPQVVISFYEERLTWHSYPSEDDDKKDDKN
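HP1-beta protein (50 nM final) preincubated 30 min at room temperature with biotinylated H3(1-18)K9me3 peptide (50 nM) in PBS pH 7.4, 0.01% Tween-20, then compound added for 30 min. AlphaScreen streptavidin donor/nickel chelate acceptor beads (10 ug/mL final), 30 min dark, luminescence read.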
USP1-UAF1 inh – Inhibitors of USP1/UAF1: Primary Screen. Ubiquitin carboxyl-terminal hydrolase 1 (Homo sapiens), O94782. recombinant USP1/UAF1, Ub-Rhodamine cleavage fluorescence. Potency, µM (series often up to 57.1 µM), inactives show at the highest dose activity change, negative = inhibition, usual class: inhibitors. 390,000 compounds, 0.23% hits. AID 743255, 2014; further: potency means the concentration at half of the fitted maximal effect; on the % scale 0 is the no-effect control and ±100 the full control effect; nearly all actives have a fitted effect of over 60% in size; inactives centre near -12
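Step one: compound is pinned into 1nM USP1/UAF1 in HEPES pH 7.8 buffer with TCEP. Step two: 15 min room-temperature incubation. Step three: Ub-Rho (150nM final) starts cleavage, tracked by fluorescence over six one-minute reads.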
IDH1 R132H inh – qHTS for Inhibitors of mutant isocitrate dehydrogenase 1 (IDH1): qHTS. IDH1-R132H enzyme, NADPH consumption, diaphorase/resazurin fluorescence. Potency, µM (doses to about 76.6 µM), for inactives: top-dose activity change, negative = inhibition, hits mostly inhibitors. AID 602179, 2012. 390,000 compounds, 0.093% hits; further: potency means the concentration at half of the fitted maximal effect; on the % scale 0 is the no-effect control and ±100 the full control effect; nearly all actives have a fitted effect of over 65% in size
Target sequence (O75874 whole entry R132H, stated change not applied): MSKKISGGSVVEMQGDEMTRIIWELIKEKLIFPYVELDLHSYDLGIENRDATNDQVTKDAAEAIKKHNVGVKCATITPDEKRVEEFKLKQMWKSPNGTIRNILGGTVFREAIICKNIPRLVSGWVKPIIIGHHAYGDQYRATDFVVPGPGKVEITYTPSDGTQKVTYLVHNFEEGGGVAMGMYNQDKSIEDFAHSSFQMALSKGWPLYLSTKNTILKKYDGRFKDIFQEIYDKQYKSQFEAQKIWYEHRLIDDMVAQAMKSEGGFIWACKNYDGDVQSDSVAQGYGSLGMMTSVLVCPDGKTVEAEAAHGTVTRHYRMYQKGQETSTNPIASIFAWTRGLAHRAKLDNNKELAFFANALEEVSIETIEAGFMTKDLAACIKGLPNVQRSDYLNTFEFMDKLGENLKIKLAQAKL
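IDH1-R132H (0.5 ug/mL) preincubated 30 min with compound, then NADPH (0.016 mM) and alpha-KG (2 mM) added; 80 min at RT, pH 7.5. Remaining NADPH coupled via diaphorase/resazurin to fluorescence (540/590 nm); concentration-response curves normalized to no-enzyme control.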
* = called active by the depositor; i = inactive; ? = inconclusive; . = no result given; & = joins results of further samples; [ ] = dose if it differs, or a comment. Unless noted, the call rests on the fitted dose curve; in most records, active means well fitted curve in the direction sought with a large enough effect; inconclusive means small, poorly fitted or top-dose-only effect, or another doubt; inactive means no such curve, though single readings can be large; an effect the other way counts as inactive or inconclusive. The list is partial. The share of hits here may be higher or lower than overall.

SMILES	TrxR1 substrate	GLS inhibitor	TrxR1 inh	PI4K2A block	PGK inhibitor	Pin1 inhibitor	HP1b binding inh	USP1-UAF1 inh	IDH1 R132H inh
COc1c(C)cccc1C(=O)NCCCNC(=O)c1ccc(C)nc1	3%[57.1 µM]	-1%	-10%[57.1 µM]	-3	-9%	-7%	24%	-18%	3%
CC(C)(C)NC(=O)CCN(/N=C/c1ccncc1)C1=NS(=O)(=O)c2ccccc21	-14%	6%	-21%	1	i	-8%	24%	-19%	3%
C=CCSC1=C(C#N)C(c2ccccc2C)CC(=O)N1 (configuration not stated)	8%[57.1 µM]	-7%	29%[57.1 µM]	3	-1%	-7%	26%	-16%	4%
c1ccc(N2CCN(c3nc4ccccc4n4cnnc34)CC2)cc1	43%[activator]	9%	14%	3	-5%	6%	24%	?	9%
COC(=O)c1cc(NC(=O)c2ccc(-c3ccc(Cl)cc3Cl)o2)cc(C(=O)OC)c1	-6%	-3%	0%	1	-1%	-1%	47%[activator]	-15%	-12%
CCOc1cc(CNc2ccc(N(C)C)cc2)cc(Br)c1OCC(=O)NC(C)(C)C	-13%	40%[activator]	?	?	-1%	2%	14µM*	-20%	10%
Cc1nc2ccccc2[nH]c1=O	12%	-1%	-19%	4	-7%	7%	40%[activator]	-13%	7%
Cn1cc(/C=N/n2cnc3scc(-c4ccc(Cl)cc4)c3c2=O)c2ccccc21	13%[57.1 µM]	-8%	10%[57.1 µM]	-2	-3%	14%	17%	-11%	-14%
C=CCNC(=S)Nc1ccccc1	6%	-7%	-4%	-2	i	7%	16%	?	4%
O=C(CNC(=O)c1ccc(Br)o1)Nc1cccc(-c2cnc3ccccc3n2)c1	-7%	7%	-2%	-19	-5%	10%	10%	9%	-1%
CC(=O)Nc1ccc(NC(=O)COC(=O)c2c3c(nc4ccccc24)CCN(Cc2ccccc2)C3)cc1	1%	-2%	15%	-2	-6%	28%	-25%	-23%	-1%
Cc1[nH]c(-c2ccco2)nc1C(=O)O	4%	8%	18µM*	-9	1%	?	1%	5%	-1%
CCN(C[C@H]1N[C@@](C)(C(=O)OC)[C@H]2C(=O)N(Cc3ccccc3)C(=O)[C@@H]12)C(=O)Nc1ccc(C)cc1	2%	9%	13%	1	9%	8%	20%	-8%	-6%
O=C(N/N=C/c1cccnc1)c1ccccc1Cl	-2%	5%	12%	-2	.	0%	20%	-10%	3%
O=C(O)c1cc(S(=O)(=O)NCCOc2ccccc2)ccc1Cl	2%	1%	2%	4	9%	0%	33%	-10%	2%
Cc1ccc(-n2nc3c(c2NC(=O)c2ccco2)CS(=O)(=O)C3)cc1	11%	-6%	12%	-5	i	-6%	73%[activator]	-16%	0%
COc1ccccc1-c1noc(-c2ccc(NC(C)C)c([N+](=O)[O-])c2)n1	-5%	-9%	-6%	-4	-11%	-3%	59%[activator]	-17%	-2%
COc1ccc(CCNc2cc(-c3ccccc3)nc3ncnn23)cc1	1%	7%	7%	13	-12%	0%	5%	-6%	6%
Cc1ccc(Cn2c(=O)c3cccnc3n(Cc3ccc(F)cc3)c2=O)cc1	17%	-6%	57%[activator]	-6	8%	4%	117%[activator]	-28%	-17%
C=CCC(COCc1ccccc1)NS(=O)(=O)c1ccccc1Br (configuration not stated)	-11%	-1%	-4%	1	11%	?	104%&119%[activator]	?	-1%
COc1ccccc1C(=O)NNC(=O)c1ccc(O)cc1	.	0%	.	-7	-7%	.	.	-14%	3%
O=C(CCc1ccccc1)Nc1ccccc1OC(=O)c1ccccc1	3%[2.29 µM]	6%	7%[57.1 µM]	6	-3%	0%	30%[57 µM]	?	1%
COc1ccc(Cn2c(=O)c3oc4ccccc4c3n(Cc3cccc(C)c3)c2=O)cc1	2%	-5%	32%	-4	9%	0%	26%	10%	0%
CCCc1nc2oc(C(=O)OCC)c(N)c2c2c1COC(C)(C)C2	217%[activator]	10%	34%[activator]	2	21%	1%	23%	-1%	8%
O=C(Cn1nnc2ccccc21)N/N=C\c1cccs1	0%	2%	2%	-3	0%	-1%	20%	1%	2%

Of the compounds above, 2 have an NH in an aromatic ring.
SMILES	TrxR1 substrate	GLS inhibitor	TrxR1 inh	PI4K2A block	PGK inhibitor	Pin1 inhibitor	HP1b binding inh	USP1-UAF1 inh	IDH1 R132H inh
Cc1nc2ccccc2[nH]c1=O	12%	-1%	-19%	4	-7%	7%	40%[activator]	-13%	7%
Cc1[nH]c(-c2ccco2)nc1C(=O)O	4%	8%	18µM*	-9	1%	?	1%	5%	-1%

(listing goes on)
SMILES	TrxR1 substrate	GLS inhibitor	TrxR1 inh	PI4K2A block	PGK inhibitor	Pin1 inhibitor	HP1b binding inh	USP1-UAF1 inh	IDH1 R132H inh
C[C@@H](NCCCc1cccc(C(F)(F)F)c1)c1cccc2ccccc12	-3%	4%	15%	-1	.	.	.	.	.
O=C(CSc1cn[nH]n1)Nc1ccc(Cl)cc1Cl	?	3%	-12%	4	-3%	4%	3%	-16%	-3%
COc1cc(C=C2C(=O)OC(C)(C)OC2=O)cc(Cl)c1OCC(=O)Nc1ccccc1	-4%	?	-19%	3	3%	.	-17%	-5%	-7%
O=C(Nc1ccccc1-c1nnc(SCc2ccccc2Cl)o1)c1ccccc1	22%	2%	26%	2	i	-2%	68%	-15%	10%
Cc1ccccc1N1CCN(C2CCCN(C(=O)CN3CCCC3=O)C2)CC1 (configuration not stated)	-2%	14%	-2%	2	-9%	-5%	9%	-6%	8%
Brc1ccc(-n2nc(-c3ccccc3)c3cnc4cc5c(cc4c32)OCO5)cc1	3%	-7%	7%	-1	0%	-2%	47%[activator]	-22%	10%
CCCN(CCC)C(=O)CC(c1ccccc1)c1ccco1 (configuration not stated)	-2%[57.1 µM]	-1%	-5%[57.1 µM]	1	-8%	-1%	33%	-16%	8%
C1=C(c2cccc3ccccc23)N2CCN=C2S1	7%[57.1 µM]	18%	22%[57.1 µM]	2	-2%	0%	6%	3%	2%
CC(=O)NCCC(=O)Nc1nc2c(ccc3ccccc32)s1	6%	-1%	13%	-5	-9%	18%	-2%	?	1%
Cc1ccccc1NC(=O)c1cccc(S(=O)(=O)Oc2ccc([N+](=O)[O-])cc2)c1	-8%	-11%	11%	-1	7%	1%	10%	-1%	-3%
COc1ccccc1C(=O)Nc1ccccc1OCc1cc(=O)n2cc(C)sc2n1	-2%	0%	4%	1	?	-10%	39%[activator]	-12%	-1%
CCOCCCNC(=O)c1ccc2c(c1)NC(=O)C(CS(=O)(=O)Cc1ccc(F)cc1Cl)N2 (configuration not stated)	5%[57.1 µM]	-1%	-2%[57.1 µM]	-5	3%	49%[activator]	33%	?	-4%
Cc1cc(NC(=O)CSc2nnc3ccccn23)no1	13%[57.1 µM]	2%	17%[57.1 µM]	-1	-2%	1%	33%	-18%	9%
CC1CN(CCC(=O)Nc2ccccc2F)CC(C)O1 (configuration not stated)	-4%	-6%	13%	-2	i	-2%	24%	-18%	6%
N#CCCN(C(=O)COC(=O)C12CC3CC(CC(O)(C3)C1)C2)c1ccc(F)cc1	3%	-3%	15%	0	-3%	-3%	19%	-4%	-4%
COc1ccc(C2NC(=O)NC3=C2CCc2ccccc23)cc1 (configuration not stated)	55%[activator][57.1 µM]	7%	-3%[57.1 µM]	-2	i	4%	-1%	-24%	16%
CCc1ccc(-c2cc(C)no2)cc1S(=O)(=O)N1CCN(c2cc(C)ccc2C)CC1	-4%	2%	31%[activator]	0	-3%	3%	27%	-13%	0%
CN1C(=O)[C@H]2[C@@H](c3ccc(C(F)(F)F)cc3)N[C@]3(CCCN(Cc4ccc(C(F)(F)F)cc4)C3=O)[C@H]2C1=O	.	-8%	.	-6	-2%	.	.	-24%	0%
CC(C)(O)C#Cc1ccc(CN2CCN(CCc3ccccc3)C(CCO)C2)s1 (configuration not stated)	3%	6%	18%	-1	9%	4%	28%	-2%	0%
Cc1csc(NC(=O)CSc2nnc3c4ccccc4nc(C(C)(C)C)n23)n1	10%	-2%	23%	0	5%[11.5 µM]	2%	29%	-2%	1%
N#CC1(NC(=O)COC(=O)CNC(=O)c2sc3ccccc3c2Cl)CCCCC1	5%	7%	17%	-8	-3%	0%	16%	-22%	6%
CSc1ccccc1N=CC1=C(O)CC(C)(C)CC1=O	-3%	22%	5%	-2	-1%	-3%	7%	6%	5%
COc1cc(C(C)=O)ccc1OCC(=O)OCCCOC(=O)COc1ccc(C(C)=O)cc1OC	-13%	6%	-11%	-1	-6%	-2%	2%	-2%	7%

Screens as filed in PubChem.
